Bioassay records: PubChem, Johns Hopkins Ion Channel Center
CHT block – human CHT choline transport inhibition; B-score at 10 µM; 310,000 compounds, 0.86% hits; CHT-expressing cells, membrane potential dye, choline response; stronger effect = lower value; Q9GZV3;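 active means B-score over 3 SD under the library average, and starting fluorescence ratio not unusually high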;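 further: choline stimulus applied at its EC90 after an EC20 pre-addition; B-score computed on integrated fluorescence ratio after choline addition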
Target sequence (Q9GZV3 whole entry, looked up): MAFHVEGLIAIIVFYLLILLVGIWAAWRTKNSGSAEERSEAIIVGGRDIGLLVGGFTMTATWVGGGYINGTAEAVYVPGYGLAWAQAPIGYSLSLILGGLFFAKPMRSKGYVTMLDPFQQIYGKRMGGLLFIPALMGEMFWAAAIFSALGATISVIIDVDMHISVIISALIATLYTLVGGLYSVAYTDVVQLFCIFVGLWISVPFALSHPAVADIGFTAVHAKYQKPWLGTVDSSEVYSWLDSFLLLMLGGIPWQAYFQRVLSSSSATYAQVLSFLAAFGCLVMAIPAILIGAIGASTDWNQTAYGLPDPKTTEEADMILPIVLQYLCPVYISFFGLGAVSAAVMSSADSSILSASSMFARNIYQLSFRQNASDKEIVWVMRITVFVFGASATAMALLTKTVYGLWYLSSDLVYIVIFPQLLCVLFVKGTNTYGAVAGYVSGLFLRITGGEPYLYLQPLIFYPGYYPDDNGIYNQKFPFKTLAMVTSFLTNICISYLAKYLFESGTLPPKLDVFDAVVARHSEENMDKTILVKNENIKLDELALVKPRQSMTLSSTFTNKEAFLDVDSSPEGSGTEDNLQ
Kir21 block – inhibitors of mouse Kir2.1 inward-rectifier potassium channel. B-score at 10 µM. P35561. HEK293-Kir2.1, FluxOR thallium flux fluorescence; stronger effect = lower value. 310,000 compounds, 0.85% hits;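 active means fluorescence ratio B-score at or below minus 3 SD of library scores, with starting-brightness B-score within 2 SD, cut at about -4.2 in these data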;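 further: channel flux triggered by added potassium and thallium sulfate stimulus; B-score of peak minus minimum fluorescence over baseline after thallium stimulus; more negative B-score means stronger Kir2.1 block with less thallium influx; some compounds called inactive have numbers as strong as hits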
Target sequence (P35561 whole entry, looked up): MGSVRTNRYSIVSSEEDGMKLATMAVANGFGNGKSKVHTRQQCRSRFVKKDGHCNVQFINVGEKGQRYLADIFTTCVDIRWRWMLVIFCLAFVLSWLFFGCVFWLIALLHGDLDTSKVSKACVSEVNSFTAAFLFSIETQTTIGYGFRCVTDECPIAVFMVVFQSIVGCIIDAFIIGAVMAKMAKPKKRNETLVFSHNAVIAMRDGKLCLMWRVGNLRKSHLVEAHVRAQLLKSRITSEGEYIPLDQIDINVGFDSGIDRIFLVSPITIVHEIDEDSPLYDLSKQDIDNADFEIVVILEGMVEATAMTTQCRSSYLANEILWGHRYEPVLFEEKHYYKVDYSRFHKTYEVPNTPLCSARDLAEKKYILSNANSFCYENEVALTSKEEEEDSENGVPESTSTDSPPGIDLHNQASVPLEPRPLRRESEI
An asterisk follows results filed as active; i = inactive; . = not tested or not shown.

SMILES	CHT block	Kir21 block
COc1ccccc1-c1nnc(SCC(=O)O)n1-c1ccccc1	i	0.36
O=[N+]([O-])c1cc(-c2n(-c3ccccn3)c3ccccc3[n+]2-c2ccccn2)ccc1Cl	i	-0.03
CCc1ccc(OCCNC(=O)c2ccco2)cc1	i	0.04
CCCCCCN1C2=NCCN2c2ccccc21	i	-2.5
O=C(COC(=O)c1cccs1)NC1CCCCC1	i	1
Cn1c(=O)c2c(ncn2CC(=O)Nc2ccccc2N2CCOCC2)n(C)c1=O	i	-2.2
Cc1ccc(NC(=O)CSc2nnc(C)c(=O)n2N)c(C)c1	i	0.06
NC(=O)NC1CCCc2c1[nH]c1ccc(Cl)cc21 (stereo not given)	i	-0.05
O=C(CSc1nnc(CN2CCOCC2)n1-c1ccc(Cl)cc1)N1CCc2ccccc21	i	0.42
Cc1ccccc1NC(=O)CC1C(=O)NCCN1C(=O)c1cccc(Cl)c1 (stereo not given)	i	0.53
COc1ccc(-n2nnc3c(=O)n(Cc4ccccc4C)cnc32)cc1	i	-0.62
COc1ccc(N2CCN(C(=O)CSc3nc4ccccc4c(=O)[nH]3)CC2)cc1	i	1.3
Cc1cccc(Cn2cc3c(=O)n(Cc4cccc(F)c4)nc-3c3ccccc32)c1	i	-0.43
CCOc1ccc(NC(=O)c2ccccn2)cc1	i	-0.4
Cc1ccc2c(C(=O)CN3CCC4(CC3)OCCO4)c(C)[nH]c2c1	i	.
COCCN1Cc2cccc(C(=O)Nc3ccccc3OC)c2C1=O	i	-0.71
Cc1c(C(=O)N2CCCC2)sc(NC(=O)c2cccs2)c1C#N	i	0.21
Cc1nn(-c2ccccc2)c(C)c1NC(=O)COC(=O)c1ccc(O)cc1O	i	-0.48
COc1ccc(CNC(=O)CN(C(=O)c2csnn2)c2cccc(F)c2)cc1	i	-0.2
Cc1nccn1CCCNC(=O)c1nc(Cn2cc([N+](=O)[O-])cn2)no1	i	0.34
COC(=O)c1ccccc1S(=O)(=O)N1CCC(C(=O)OCC(=O)c2ccccc2OC)CC1	i	0.17
COc1ccc(C(CNC(=O)c2ccc(NS(=O)(=O)c3ccc(F)cc3)cc2)N2CCOCC2)cc1 (stereo not given)	i	0.13
O=S(=O)(Cc1ccccc1)Nc1ccc(F)cc1	i	1.8
CN(C)N1C(N)=C(C#N)C(c2ccc(Br)cc2)C2=C1CCCC2=O (stereo not given)	i	0.32
Cc1nc(CCN2C(=O)c3ccccc3C2=O)n[nH]1	i	-1.4
O=C(N/N=C/c1ccco1)c1ccc(NC(=O)C2CCCCC2)cc1	i	-0.25
Cn1cc(SCC(=O)NCc2ccc(F)cc2)c2ccccc21	i	-2.9
Cc1cccnc1NC(=O)CCCc1c[nH]c2ccccc12	i	-0.67
COc1ccc(NC(=O)COc2coc(CN3c4ccccc4CC3C)cc2=O)cc1 (stereo not given)	i	0.06
S=C(NCc1ccncc1)Nc1ccc(Cl)c(Cl)c1	i	0.15
COc1ccc(/C=C2\OC(=O)c3c(OC)cccc32)cc1OC	i	0.03
Cc1cc(OCC(=O)Nc2ccc(CN3CCOCC3)cc2)c2c(C)cc(=O)oc2c1	i	-0.51
Cc1ccc(OCC(=O)NCCN2CCOCC2)cc1C	i	1.5
C/C(=N\NC(=O)c1nnn(-c2nonc2N)c1C)c1ccc(-c2ccccc2)cc1	i	-2.1
COc1ccc(C2C(C(=O)NCCN3CCOCC3)c3ccccc3C(=O)N2C)cc1OC (stereo not given)	i	0
CCC(Cc1ccccc1)NC(=O)C1CCCCC1 (stereo not given)	i	-0.74

Four of the entries above in order of the Kir21 block value, high to low:
mol	Kir21 block
O=S(=O)(Cc1ccccc1)Nc1ccc(F)cc1	1.8
CN(C)N1C(N)=C(C#N)C(c2ccc(Br)cc2)C2=C1CCCC2=O (stereo not given)	0.32
Cc1nn(-c2ccccc2)c(C)c1NC(=O)COC(=O)c1ccc(O)cc1O	-0.48
Cc1cc(OCC(=O)Nc2ccc(CN3CCOCC3)cc2)c2c(C)cc(=O)oc2c1	-0.51

Record cards, from the list above.
`Cc1cc(OCC(=O)Nc2ccc(CN3CCOCC3)cc2)c2c(C)cc(=O)oc2c1` across the screens: CHT block: i; Kir21 block: -0.51
`COc1ccc(/C=C2\OC(=O)c3c(OC)cccc32)cc1OC` across the screens: CHT block: i; Kir21 block: 0.03

Going on with the list:
SMILES	CHT block	Kir21 block
Cc1ccc(CN2CCN(/N=C/c3ccc(C(=O)O)cc3)CC2)c(C)c1	i	0.15
CCOc1cccc(C2C(C(=O)c3cccs3)=C(O)C(=O)N2Cc2cccnc2)c1 (stereo not given)	i	-0.73
COc1nc(-c2ccccc2)ccc1-c1noc(-c2cccs2)n1	i	0.06
CC(=O)N1CCn2c3c(c4cc(C)ccc42)CCCC31 (stereo not given)	i	1.6
CCOc1ccc(NC(=O)CCC(=O)n2nc(C)cc2C)cc1	i	-0.05
COc1cc(CSc2nc(-c3ccccc3)cc(=O)[nH]2)cc(OC)c1	i	1.9
CN(Cc1nnc(SCC(=O)NCCc2ccccc2)n1C)S(=O)(=O)c1ccccc1	i	-1.5
N#Cc1cc2cc3c(cc2nc1N1CCCCC1)OCCO3	i	2.5
Cc1ccnc(NC(=O)c2ccc(OCC3CCCO3)cc2)c1 (stereo not given)	i	0.38
Clc1ccc(Cc2noc(CN3CCN(c4ccccc4)CC3)n2)c(Cl)c1	i	-0.1
O=C1NC(=S)N/C1=C\c1ccc(Oc2ccc(C(F)(F)F)cc2[N+](=O)[O-])c(Cl)c1	i	1.6
C#CCOC(=O)Nc1ccc(=O)n(Cc2c(Cl)cccc2Cl)c1	i	-1.6

Part of the list above in order of molar mass, lowest first.
SMILES	CHT block	Kir21 block
Cc1nccn1CCCNC(=O)c1nc(Cn2cc([N+](=O)[O-])cn2)no1	i	0.34
Cn1c(=O)c2c(ncn2CC(=O)Nc2ccccc2N2CCOCC2)n(C)c1=O	i	-2.2
COc1ccc(C2C(C(=O)NCCN3CCOCC3)c3ccccc3C(=O)N2C)cc1OC (stereo not given)	i	0

More entries follow:
SMILES	CHT block	Kir21 block
COC(=O)c1nc2ccc(C)cn2c1F	i	0.04
CCOc1ccc(N2C(=O)CC(NC3CCN(C(=O)c4cccc(Cl)c4)CC3)C2=O)cc1 (stereo not given)	i	0.98
Cc1csc(NC(=O)COCC(=O)O)c1-c1nc2ccccc2s1	i	-0.11
Cc1c(Cl)cccc1NC(=O)C1CCCN(S(C)(=O)=O)C1 (stereo not given)	i	-1.7
CC(=O)c1ccc(S(=O)(=O)N2Cc3ccccc3CC2C(=O)O)cc1 (stereo not given)	i	1.2
CCC(=O)N1CCc2cc(S(=O)(=O)CCC(=O)Nc3ccc(C)cn3)ccc21	i	-0.02
CN(C)CCCN(C(=O)COc1ccccc1)c1nc2cc3c(cc2s1)OCO3	i	-2
Cc1cccc(NC(=O)C(Cc2ccccc2)n2cccc2)c1 (stereo not given)	i	1.1
CCn1c(SCC(=O)Nc2ccc3c(c2)OCO3)nc2ccccc21	i	0.81
COc1ccc(N2CCN(C(=O)C3CC(O)CN3S(=O)(=O)c3ccc([N+](=O)[O-])cc3)CC2)cc1 (stereo not given)	i	-1.1
O=C(O)CN1C(=O)/C(=C\c2cc([N+](=O)[O-])ccc2OCc2ccccc2Cl)SC1=S	-6.2*	-0.74
O=C(c1ccc(Br)o1)N1CCN(c2ccccc2F)CC1	i	-1.9

The final 3 compounds of the part above are carried over, then new ones follow:
SMILES	CHT block	Kir21 block
COc1ccc(N2CCN(C(=O)C3CC(O)CN3S(=O)(=O)c3ccc([N+](=O)[O-])cc3)CC2)cc1 (stereo not given)	i	-1.1
O=C(O)CN1C(=O)/C(=C\c2cc([N+](=O)[O-])ccc2OCc2ccccc2Cl)SC1=S	-6.2*	-0.74
O=C(c1ccc(Br)o1)N1CCN(c2ccccc2F)CC1	i	-1.9
CCC(C)NS(=O)(=O)c1ccc(NC(=O)c2cccs2)cc1 (stereo not given)	i	-0.73
Cc1nn(CCC(N)=S)c2nc(-c3cccs3)cc(C(F)(F)F)c12	i	-0.04
COc1cc(OC)cc(N(C(=O)CNC(=O)c2cccs2)C(C(=O)NCC2CCCO2)c2ccccc2)c1 (stereo not given)	i	-0.02
COc1cc2c(cc1O)C(Cc1ccc(O)cc1)[N+](C)([O-])CC2 (stereo not given)	i	1.1
COc1ccc(CCNC(=S)NC2CCN(Cc3ccccc3)CC2)cc1	i	-3.5
O=C(O)CCc1nc(-c2ccc(Cl)cc2)no1	i	1.6
CC(=O)OC[C@H]1O[C@H](C/C=N/O[C@@H](C)c2cn([C@H](CO)Cc3ccccc3)nn2)C=C[C@@H]1OC(C)=O	i	-0.95
CN1C[C@@H]2C(c3ccc(Cl)nc3)C3(c4ccc(C#N)cc4)CC2(C3)[C@H]1c1ccccc1 (stereo not given in full)	i	0.07
COc1cccc(OCCCn2ccnc2)c1	i	-0.08
COc1ccccc1CN1C[C@@H]2C[C@@H](c3ccc(C)cc3)N3CCC[C@@]23C1=O	i	-0.66
CCOC(=O)C1=C(COC(=O)/C=C/c2ccc(OC)c(OC)c2)NC(=O)NC1C (stereo not given)	i	1.7
COc1ccccc1N1CCN(S(=O)(=O)c2ccc(F)cc2)CC1	i	0.58
Cc1[nH]c2ccccc2c1/C=N\NC(=O)Cn1nnc(-c2ccccc2)n1	i	-0.14
Cc1ccc(-c2noc(C3CCCN(S(=O)(=O)c4ccc5ccccc5c4)C3)n2)o1 (stereo not given)	i	1.5
CCNC(=O)CN1C(=O)NC2(CCCc3cc(OC)ccc32)C1=O (stereo not given)	i	0.02
CC(=O)c1ccc(N2CCCC2)c(F)c1	i	2.6
Cc1ccc(C2OCC3(CO)COC(c4ccc(C)cc4)N23)cc1 (stereo not given)	i	0.33
CN(CC(=O)Nc1ccc(N2CCOCC2)cc1)C(=O)c1cc(F)c(F)cc1Cl	i	-0.5
CC(=O)c1ccc(OC(=O)c2cc3ccccc3oc2=O)cc1	i	-1.9
Cc1ccc(N(Cc2cc3ccc(C)cc3[nH]c2=O)C(=O)c2ccco2)c(C)c1	i	-0.04
CC(C)S(=O)(=O)CC(=O)c1ccc(Cl)cc1	i	-0.89
CCn1c(C)c(C)c2cc(C(=O)NCCCN3CCCCC3C)ccc21 (stereo not given)	i	-0.38
Nc1ccc(C(=O)Nc2cccc3ncccc23)cc1	i	0.96
CCN(Cc1cccc(OC)c1)CC1CCCN(CCc2cccc(OC)c2)C1 (stereo not given)	i	-3
Cc1ccc(NC(=O)C(=O)NCc2ccc(/C=C(/C#N)C(=O)NCc3cccnc3)o2)cc1C	i	0.24
CN1CCN(c2nc3c(c(=O)[nH]c(=O)n3C)n2CCCSc2ncccn2)CC1	i	1
CN(C)/C=C(\C=O)c1ccc(Cl)cc1Cl	i	-0.06
CN(C)CCCN(C(=O)c1cccs1)c1nc2cc3c(cc2s1)OCO3	i	-0.45
O=C1CCCN1CCC1CCN(C(=S)Nc2ccc(F)cc2)CC1	i	-0.32
CSc1nncc(-c2ccccc2)n1	i	0.75
CC(NC(=O)c1ccc2c(c1)S(=O)(=O)N=C1CCCCCN12)c1ccc(S(N)(=O)=O)cc1 (stereo not given)	i	0.81
Cc1c(Br)cc(C(=O)O)c(C)c1C	i	0.03
Cc1ccc(C)c(S(=O)(=O)N2CCN(C(=O)CCNS(=O)(=O)c3ccccc3)CC2)c1	i	-0.25
Cc1cc2nc(C(F)(F)F)cc(-c3cccs3)n2n1	i	-0.19
Cc1ccc(Cl)cc1NC(=O)CCCN1C(=O)c2cccnc2C1=O	i	0.74
O=C(CN1C(=O)C2C3C=CC(C4CC34)C2C1=O)Nc1cccc2ncccc12 (stereo not given)	i	-0.73
Cc1cc(-c2ccccc2)nc2cc(C(=O)N(Cc3ccccc3)Cc3ccccc3)nn12	i	-0.37
COc1ccc(OC)c(CC(=O)NC(c2ccccc2)c2ccccc2)c1	i	-0.31
CCCn1c(NCc2cc(OC)ccc2OC)nc2ccccc21	i	-1.4
Cc1ccc(S(=O)(=O)N2CCN(C(=O)C3CCN(C(=O)c4ccc(F)cc4)CC3)CC2)c(C)c1	i	-4.6
Cc1ccc(-n2nc(C(=O)O)c(C)c(C#N)c2=O)cc1Cl	i	0.53
Cc1cc(C(F)(F)F)nn1CCCNC(=O)c1cnccn1	i	0.14
Cc1cccn2c(=O)c3cc(C(=O)NC4CCCC4)c(=N)n(CCCN4CCOCC4)c3nc12	i	-0.22
Cc1ccc(Cc2c(C)[nH]c(=S)[nH]c2=O)cc1	i	0.13
Cn1c(=O)c2[nH]c(CCCC(=O)O)nc2n(Cc2ccccc2)c1=S	i	0.02
CCC(NC(=O)NCc1ccc2c(c1)OCO2)(C(F)(F)F)C(F)(F)F	i	-0.13
Cc1cc(C)c(C(=O)CSc2nnc(C)s2)c(C)c1	i	-0.13
Cc1nc(NC(N)=S)sc1C(=O)Nc1ccccc1	i	0.66
COc1ccc(C2=NOC(COC(=O)c3ccc4ccccc4n3)C2)cc1 (stereo not given)	i	0.19
COc1ccc(N2C(=O)/C(=C/c3ccc([N+](=O)[O-])cc3)N=C2C)cc1	i	-0.02
NC(=NC1CCCCC1)c1ccc(Cl)cc1	i	1.6
O=C(COC(=O)c1ccccc1-n1cnnn1)c1ccc(F)cc1	i	-0.86
O=C(O)C1CCCCC1C(=O)NCc1ccccc1 (stereo not given)	i	-1.9
COc1ccccc1/C=N/NC(=O)c1cccc(NC(=O)c2ccccc2C)c1	i	-0.54
Cc1cccc2sc(N(CCN(C)C)C(=O)c3ccc4ccccc4c3)nc12	i	1.7
COc1ccc(CCN2C(=O)C(Oc3ccccc3)C2c2ccc3c(c2)OCO3)cc1 (stereo not given)	i	3.1
Cc1cc(C(=O)Cn2nc(C(=O)O)c3ccccc3c2=O)c(C)n1-c1cccc(C(F)(F)F)c1	i	0.45
Cc1cc(C)c(C#N)c(N2CCCC(C(N)=O)C2)n1 (stereo not given)	i	1.4
O=c1c2ccccc2nc(COc2ccccc2)n1/N=C/c1c[nH]c2ccccc12	i	-0.39
